WT yeast gro inh: growth inhibition of WT yeast, mitochondrial fusion screen; mitochondrial fusion phenotypic screen, WT strain; inhibition, % at 10 µM; 2.1% of 190,000 active; AID 1362; in the data active = inhibition above about 58%; tested in S. cerevisiae
Autophagy HCS: alters autophagy in cells | MEF GFP-LC3 puncta imaging; test concentration mostly 10 µM | calls only at 10 µM (by protocol) | 0.98% of 190,000 active | AID 463193;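 active = percentage of spot-positive cells more than 3 SD above its plate mean, without a fluorescence outlier flag or 80% toxicity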;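 note: spot-positive cell cutoff set from DMSO-treated cells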
Insulin prom up: MIN6 insulin promoter up-regulation; MIN6 insulin promoter-GFP reporter, high-content imaging; active compounds read high; 0.3% of 190,000 active; z-score at 5 µM; AID 1625;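 active = z-score above 3 at 5 µM with at least 500 cells counted in the well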
MT stabilizer: stabilizes microtubules in HeLa cells; % tubulin-high responders, % at 10 µM; HeLa tubulin immunostaining HCS, 24 h; share of cells brighter than vehicle mean+2SD; AID 2205; 0.83% of 200,000 active;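 active = plate Z-score above 3 for both tubulin-high and condensed-nucleus cell shares, with cell loss under 80%, at 10 µM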;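 note: anti alpha tubulin signal scored within the nucleus-defined area of each cell; some results filed as inactive read as strong as hits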
HIV peptide binding: cell-free HIV fusion peptide-binding blockers – biochemical, uHTS, fluorescence dequenching, primary screen (AID 1986); cell-free peptide binding, fluorescence dequenching, 30 min; higher % means a stronger effect; inhibition, % at 20 µM, or IC50 in µM where a hit was titrated; 0.3% of 290,000 active; in the data active = inhibition mostly above about 52%, no sharp cut-off; inactive = mostly below about 76%; note: some results filed as inactive read as strong as hits
bCat nuc transl: alters nuclear translocation of beta-catenin in HeLa cells | nuclear translocation activity, % at 5 µM | AID 1665 | immunofluorescence imaging | 0.3% of 190,000 active;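 active = nuclear translocation activity above 50% at 5 µM, with a well cell count of 50 or more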;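 note: per-cell ratio of nuclear to cytoplasmic median beta-catenin stain intensity; plate controls were DMSO negative control for no effect and GSK-3 inhibitor IX positive control for full effect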
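Test system: human HeLa cells, native beta-catenin. Compound dosing: 5 µM primary single dose, 0.1% DMSO, 0.02–20 µM confirmation series. Incubation: compound exposure 24 h at 37°C. Detection: beta-catenin immunostaining with DAPI counterstain, 20x imaging, 6 fields/well. Read-out basis: Nuclear/cytoplasmic beta-catenin signal ratio, % activation.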
Dynein transport: blocks dynein driven cargo transport along microtubules; 3617.4 mouse cells, GR-EGFP nuclear translocation imaging; test concentration mostly 20 µM; stimulated with dexamethasone, 1 µM; active compounds read low; 0.47% of 220,000 active; AID 1381; z-score, hits read low;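 active = plate z-score of nuclear minus cytoplasmic receptor signal below a set negative limit, without overly bright fluorescence or cell loss, cut at about -3.5 in these data, passing the limit was not always enough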;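 note: z-score of nuclear minus cytoplasmic ring GR-EGFP intensity difference per well; some compounds called inactive have numbers as strong as hits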
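Buffer or medium: tet-free, stripped-serum medium; Also added: dexamethasone, 1.0 µM final; Technique: high-content fluorescence imaging after fixation; Times: 48 h induction, 1 h compound, 30 min dex at 37 °C; Read-out: per-cell GR-EGFP intensity, nucleus versus surrounding cytoplasmic ring, well-averaged.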
Yfh1-depleted yeast: mitochondrial function rescue without frataxin homolog – Friedreich's ataxia, plus single-dose screen, dose response (AID 1465) | S. cerevisiae Yfh1-off respiration, WST-1 reduction, 72 h; higher fold induction means a stronger effect | one-dose fold induction at 50 µM; EC50 in µM for titrated hits | 0.074% of 220,000 active;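 active = fold induction of absorbance versus untreated yeast above a set limit, then at least 30% activation at any dose in follow-up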;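 note: activators that raise dye reduction in frataxin-depleted yeast; strong numbers were not always called active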
AID2073: inhibitors of Mint1-CaV2.2 protein interaction, biochemical, HTRF (AID 2073) | HTRF protein-protein interaction, Mint1-CaV2.2; higher % means a stronger effect | inhibition, % at 20 µM, or IC50 in µM where a hit was titrated | 0.19% of 290,000 active; in the data active = inhibition mostly above about 51%, no sharp cut-off; note: some results filed as inactive read as strong as hits
WT yeast gro inh mutant strain: recorded beside WT yeast gro inh, whose call it bears; inhibition, %; mitochondrial fusion phenotypic screen, mutant strain inhibition
Dynein transport cytoplasmic EGFP: further read-out of Dynein transport, marked with its call; z-score; measured here: cytoplasmic GR-EGFP intensity; active compounds read high
Dynein transport nuclear GR-EGFP: further read-out of Dynein transport, marked with its call; z-score; measured here: nuclear GR-EGFP intensity;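 lower value marks the stronger effect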
Dynein transport cell count: further read-out of Dynein transport, marked with its call; z-score; measured here: cell count per field
Insulin prom up cell count: second read-out of Insulin prom up, no call of its own (marks repeat the call); cell count; measured here: cytotoxicity, nuclei count;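 total cells summed across four imaged fields per well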
bCat nuc transl cell count 5 µM: further read-out of bCat nuc transl, marked with its call; cell count; measured here: cell count, cytotoxicity flag
MT stabilizer Hoechst-high %: further read-out of MT stabilizer, marked with its call; % Hoechst-high responders; measured here: nuclear condensation Hoechst responders;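 share of cells brighter than vehicle mean plus two SD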
MT stabilizer cytotoxicity %: second read-out of MT stabilizer, no call of its own (marks repeat the call); toxicity, %; measured here: cytotoxicity by cell density;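 0% = mean cell density of plate MIN control wells and 100% = no cells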
Autophagy HCS cell loss 18 h: second read-out of Autophagy HCS, no call of its own (marks repeat the call); toxicity, %; measured here: cell loss, nuclei count;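 cell loss after 18 h compound exposure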
* marks the source's active call; other numbers are inactive results; i = inactive; . = no result given.

SMILES	WT yeast gro inh	WT yeast gro inh mutant strain	Autophagy HCS	Autophagy HCS cell loss 18 h	Insulin prom up	Insulin prom up cell count	MT stabilizer	MT stabilizer Hoechst-high %	MT stabilizer cytotoxicity %	HIV peptide binding	bCat nuc transl	bCat nuc transl cell count 5 µM	Dynein transport	Dynein transport cytoplasmic EGFP	Dynein transport nuclear GR-EGFP	Dynein transport cell count	Yfh1-depleted yeast	AID2073
O=C(CN1CCN(Cc2cccc(Cl)c2)C1=O)NCC1CCCO1 (stereo not drawn)	-2	-2	i	0	0.09	1003	6.1	2.5	8.6	0.8%	.	.	-0.83	-0.26	-0.37	0.34	i	-3%
Cc1ccccc1C(=O)Nc1c(C(=O)N2CCCC2)cnn1-c1ccccc1	-11	-7	i	-1	0.03	1799	2.5	1.3	7.3	-0.5%	-1.0	1101	-1.1	-0.23	-0.24	-0.65	i	5%
Brc1ccc(-c2nn[nH]n2)cc1	.	.	.	.	0.42	988	.	.	.	-0.8%	0.9	1322	3.7	-0.062	3.5	-2.9	i	-3%
O=Cc1cn(CCC(=O)O)nc1-c1cccc(Cl)c1	-1	-5	i	-22	0.71	1576	3.3	2.1	4.1	5.2%	-2.9	1110	0.47	-0.25	0.23	0.19	i	8%
COc1ccc(N2CCN(c3ccc(N4C(=O)CC(C)C4=O)cc3[N+](=O)[O-])CC2)cc1 (stereo not drawn)	-3	-5	i	-9	0.05	1137	3.3	2.2	9.0	-2.0%	0.8	1064	0.2	0.002	0.16	0.12	.	-7%
CC1CN(S(=O)(=O)c2cccc(C(=O)OC/C(O)=C(\C#N)c3nc4ccccc4[nH]3)c2)CC(C)O1 (stereo not drawn)	0	0	i	-15	-1.2	1208	2.3	2.9	6.3	2.7%	2.7	1109	-1.5	1.5	-0.76	1.2	i	13%
CNC(=O)n1ccc(C(=O)N2CCCCC2)n1	9	-7	i	0	0.03	1175	3.7	2.3	8.0	0.3%	-0.9	1136	0.43	-0.16	0.35	-1.4	i	-3%
Cc1c(Cl)cccc1NC(=S)NC1CCN(C(C)C)CC1	-4	-3	i	1	0.41	1581	1.8	1.3	3.0	-0.5%	-3.2	1067	-0.63	-0.33	-0.25	1.3	i	-16%
Cc1ccc(S(=O)(=O)Nc2c(C)n(C)n(-c3ccccc3)c2=O)cc1C(=O)OCC(=O)N1CCCC(C)C1 (stereo not drawn)	-6	5	i	2	-0.63	1280	3.2	3.6	5.9	-2.4%	-3.9	1053	-0.5	-0.19	0.5	0.34	i	-3%
CCOC(=O)c1cn(CC)c2cc(N3CCSCC3)c(F)cc2c1=O	15	4	i	-2	0.38	1168	1.2	1.3	6.4	-0.2%	1.7	867	-0.54	-0.15	-0.017	0.43	i	0%
O=C(CCCCCNc1nc(=S)[nH]c2ccccc12)NCCc1ccccc1	-12	-5	i	-8	-0.19	1410	2.1	2.7	8.1	0.5%	0.1	773	0.2	-0.2	0.15	-0.7	i	-48%
CCN1CCN(c2ccc(NC(=O)c3ccc4c(c3)[nH]c(=O)n4Cc3ccc(OC)cc3)cc2)CC1	-14	-7	i	-6	0.02	1335	4.0	2.8	0.4	-0.3%	-0.8	953	-0.79	0.21	-0.62	0.89	i	11%
N#Cc1cc(C(=O)c2cc(Br)ccc2O)cn(Cc2ccccc2)c1=O	-10	-4	i	10	0.16	1126	2.0	2.0	7.6	7.4%	-2.3	1172	-0.36	-0.13	-0.00035	0.28	i	26%
CC(C)CC(=O)NC(=S)N1CCN(c2ccc([N+](=O)[O-])cc2Cl)CC1	-1	-23	i	-1	.	.	2.5	3.9	10	-1.8%	-1.0	948	-0.11	-0.31	-0.41	0.27	i	-13%
CCOC(=O)c1c(-c2ccccc2)csc1NC(=S)N(CC)CC	31	-1	i	5	-0.36	1604	5.5	4.0	12	1.0%	1.6	1139	-0.58	-0.23	-0.56	0.4	i	7%
O=C(COC(=O)c1ccccc1NS(=O)(=O)c1cccs1)NC1CCCCC1	-16	-9	i	13	1.7	1466	1.4	1.6	0.7	-0.4%	-1.0	1047	-0.6	-0.29	-0.6	0.38	i	4%
O=C(CN1CCN(Cc2ccc(Cl)cc2)C1=O)NCCN1CCCC1	0	-3	i	12	-0.34	1286	3.1	2.0	7.8	1.9%	1.1	544	-0.46	-0.28	0.38	0.61	.	-7%
CC(C)Cn1c(N)c(C(=O)CSc2cc(Cl)ccc2Cl)c(=O)n(C)c1=O	5	-18	i	18	.	.	3.3	2.8	1.2	-3.0%	-0.2	888	-0.61	-0.18	0.52	-0.35	i	0%
CCOc1ccc(/C(C)=N/NC(=O)Cn2nc([N+](=O)[O-])cc2C)cc1	.	.	.	.	0.4	1107	.	.	.	-1.6%	0.0	1329	0.011	-0.25	-0.05	-0.43	i	-8%
CC(C)Sc1nc(N)nc(-c2cccs2)c1C#N	7	30	i	0	-0.08	1837	1.7	0.7	0.8	2.4%	0.8	1163	.	.	.	.	i	30%
O=C(CSc1ccc(-c2ccc(F)cc2)nn1)NCC1CCCO1 (stereo not drawn)	5	1	i	15	-0.76	1350	1.9	1.2	6.1	1.9%	-0.7	1112	-0.57	-0.28	-0.16	-0.21	i	3%
CC(=O)Nc1ccccc1N(C)S(=O)(=O)c1ccc(C)cc1	1	-45	i	-7	0.85	1018	47*	44*	30*	0.1%	4.9	1424	0.076	-0.22	0.2	0.052	i	6%
Cc1nc(/N=C(\N)N(C)C)[nH]c(=O)c1C	.	.	.	.	0.06	1107	.	.	.	2.7%	-0.8	1340	-0.67	-0.26	0.051	0.28	i	8%
CCC(C)c1ccccc1NC(=O)COC(=O)c1ccc2c(c1)S(=O)(=O)c1ccccc1C2=O (stereo not drawn)	14	6	i	2	-0.21	1497	5.3	2.1	6.6	-2.8%	1.1	985	-0.75	-0.23	-0.54	0.2	i	11%
COc1ccc(N2CCN(S(=O)(=O)c3ccc(C(=O)NC4CCCC4)cc3)CC2)cc1	17	0	i	11	.	.	3.0	2.2	30	0.0%	2.6	417	1	-0.22	1	-1.3	i	-1%
O=C(Nc1cccc(Cl)c1N1CCCC1)c1ccc(Br)o1	68*	13*	i	-8	0.19	1288	3.9	2.1	4.9	-1.4%	1.9	965	0.56	-0.26	0.39	-0.041	i	1%
COC(=O)C1=C(C)N(C)C(C)=C(C(=O)OC)C1c1ccncc1	28	-3	i	-7	-1	1381	3.7	2.5	6.8	0.4%	2.3	1128	1.1	-0.15	0.34	-0.86	i	-2%
CC(=O)NNc1nc(-c2ccc(C)cc2)cs1	-8	11	i	-3	0.43	1228	2.6	2.5	6.8	-2.5%	1.2	1043	-0.98	-0.35	-0.18	1.2	i	0%
COc1ccccc1Nc1nc(-c2ccccc2)nc2ccccc12	38	43	i	-8	-0.5	1619	4.0	2.2	11	3.2%	-4.1	1082	0.81	-0.31	0.23	0.2	i	24%
CC(=O)c1cc2c(=O)c3ccccc3oc2nc1C	.	.	i	-6	.	.	3.6	1.7	7.2	.	.	.	-0.8	-0.25	-0.42	-0.2	i	.
COc1ccc(CCNC(=O)CN2CCN(c3cccc(Cl)c3)CC2)cc1OC	-18	-8	i	43	-0.82	917	1.3	2.6	8.2	-1.2%	0.0	1134	-0.47	-0.11	-0.042	0.031	i	-2%
c1csc(C2Nc3ccccc3-c3nc4ccccc4n32)c1 (stereo not drawn)	28	26	i	13	-0.01	1126	3.4	2.0	5.0	-0.6%	-0.5	892	-0.1	-0.21	-0.07	0.8	i	22%
OC(COc1ccccc1)Cn1cc(Br)cn1 (stereo not drawn)	5	-3	i	-6	-0.5	1051	5.1	2.9	4.2	3.7%	-5.5	855	1.3	-0.11	1.2	-2.6	i	1%
CCN(CC)CCCNC(=O)Cn1ncc2c(=O)oc3ccc(C)cc3c21	14	1	i	7	0.84	907	3.4	2.4	6.9	1.3%	.	.	-0.17	-0.17	-0.0084	0.056	i	3%
Cn1c(=O)c(=O)n(C)c2cc(S(=O)(=O)N3CCC(N4CCCCC4)CC3)ccc21	.	.	i	4	.	.	3.3	1.7	5.6	.	.	.	0.12	-0.31	0.74	0.44	i	.
CCN(CC)S(=O)(=O)c1cc(NC(=O)c2cc(-c3ccccn3)nc3ccccc23)ccc1C	1	-5	i	1	-0.82	1147	8.0	1.3	2.8	0.5%	-0.9	1096	0.13	0.52	0.84	-1.1	i	24%
COc1ccc(N2C(=O)CC(Sc3nnnn3-c3ccc(F)cc3)C2=O)cc1 (stereo not drawn)	-4	23	i	4	-0.52	1447	2.5	4.2	8.3	-1.0%	0.5	1541	-4	9	-0.14	-2.2	i	11µM*
COc1ccc(-c2csc(NC(=O)C3=NN(c4ccccc4)C(=O)CC3)n2)cc1	13	-13	i	25	1.1	1242	2.8	1.7	11	-1.7%	-1.6	1046	-0.82	-0.41	-0.81	1.2	i	18%

3 entries from above, arranged by SMILES length, low to high:
SMILES	WT yeast gro inh	WT yeast gro inh mutant strain	Autophagy HCS	Autophagy HCS cell loss 18 h	Insulin prom up	Insulin prom up cell count	MT stabilizer	MT stabilizer Hoechst-high %	MT stabilizer cytotoxicity %	HIV peptide binding	bCat nuc transl	bCat nuc transl cell count 5 µM	Dynein transport	Dynein transport cytoplasmic EGFP	Dynein transport nuclear GR-EGFP	Dynein transport cell count	Yfh1-depleted yeast	AID2073
CCN(CC)CCCNC(=O)Cn1ncc2c(=O)oc3ccc(C)cc3c21	14	1	i	7	0.84	907	3.4	2.4	6.9	1.3%	.	.	-0.17	-0.17	-0.0084	0.056	i	3%
COc1ccc(CCNC(=O)CN2CCN(c3cccc(Cl)c3)CC2)cc1OC	-18	-8	i	43	-0.82	917	1.3	2.6	8.2	-1.2%	0.0	1134	-0.47	-0.11	-0.042	0.031	i	-2%
COc1ccc(N2CCN(S(=O)(=O)c3ccc(C(=O)NC4CCCC4)cc3)CC2)cc1	17	0	i	11	.	.	3.0	2.2	30	0.0%	2.6	417	1	-0.22	1	-1.3	i	-1%
